SMARCA2 act = SMARCA2 (BRM) function activators, primary screen, cell-based, luminescence, high throughput. activation, % at 9.1 µM. 370,000 compounds, 1% hits. AID 652017, 2013. MG213 cells, MMTV-luciferase reporter, dexamethasone, overnight; in the data active = activation above about 7.8%;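 also: 0% = vehicle wells and 100% = reference activator wells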
DAX1 inh-1 = DAX1 (NR0B1) inhibitors, primary screen, cell-based, HEK293, Gal4-DAX1, luciferase luminescence. Nuclear receptor subfamily 0 group B member 1 (Homo sapiens), P51843. HEK293 Gal4-DAX1 luciferase reporter. inhibition, % at 6.75 µM. AID 504766, 2011. 340,000 compounds, 0.99% hits;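 active = inhibition above the mean over all tested compounds plus 3 SD, cut at about 4.2% in these data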;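 also: 0% = DAX1-transfected cells with DMSO and 100% = empty-vector control cells with DMSO; inhibition shows as a rise in luminescence from relieved DAX1 repression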
Target sequence (P51843 207-470 limits assumed): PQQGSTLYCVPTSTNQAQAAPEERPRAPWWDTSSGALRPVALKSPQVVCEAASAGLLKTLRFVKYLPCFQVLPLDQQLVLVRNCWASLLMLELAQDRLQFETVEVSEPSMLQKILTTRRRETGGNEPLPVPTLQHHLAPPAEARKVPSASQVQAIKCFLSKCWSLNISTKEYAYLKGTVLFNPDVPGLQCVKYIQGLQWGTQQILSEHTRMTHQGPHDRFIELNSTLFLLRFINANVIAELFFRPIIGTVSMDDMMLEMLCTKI
PG9 binder = binders of HIV-1 gp120 antibody PG9, primary screen, biochemical, TR-FRET. inhibition, % at 6.7 µM. TR-FRET gp120-PG9 antibody binding. 360,000 compounds, 0.43% hits. HIV-1 gp120 / PG9 antibody interaction; in the data active = inhibition above about 8.5%
PLC-beta3 inh = human PLC-beta3 inhibitors, primary screen, biochemical, fluorescence; Purified PLC-beta3, fluorogenic substrate; inhibition, % at 12.2 µM; 370,000 compounds, 0.18% hits; AID 720704, 2013; in the data active = inhibition above about 11%;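 also: 0% = median of compound wells on plate and 100% = full blocker control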
NR1D1 modulator = modulators of Rev-erb alpha DNA binding, primary screen, biochemical, FITC-DNA, fluorescence polarization, uHTS | Nuclear receptor subfamily 1 group D member 1 (Homo sapiens), P20393 | activity, % at 10 µM | Rev-erbα–FITC-DNA binding, 90 min | 370,000 compounds, 0.79% hits;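 active = activity above about 14%, limit read from the data; passing the limit was not always enough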;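 also: 0% = DMSO wells with 35 nM protein and 100% = DMSO wells with 750 nM protein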
ssDAF-12 act = S. stercoralis DAF-12 nuclear receptor activators, primary screen, cell-based, luminescence, HEK293, GRIP1 co-expression, lit1-tk-luc; Nuclear hormone receptor DAF-12 (Strongyloides stercoralis); HEK293 ssDAF-12/GRIP1 lit1-tk-luc reporter; % of 3 µM dafachronic acid response; activation, % at 6.8 µM; 370,000 compounds, 1% hits;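 active = activation above the mean over all tested compounds plus 3 SD, cut at about 0.9% in these data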;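 also: 0% = DMSO-only wells and 100% = 3 µM delta7-dafachronic acid wells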
sPLA2-III inh = human group III sPLA2 inhibitors, primary screen, biochemical, QFRET, BODIPY PC-A2 liposome substrate; Group 3 secretory phospholipase A2 (Homo sapiens), Q9NZ20; QFRET BODIPY PC-A2 liposome hydrolysis, fluorescence; inhibition, % at 12.2 µM; 370,000 compounds, 0.56% hits; AID 743126, 2013;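 active = inhibition above mean plus 3 SD of compounds lying within the high and low control bounds, cut at about 19% in these data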;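 also: 0% = median of test compound wells and 100% = no enzyme DMSO wells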
Target sequence (Q9NZ20 whole entry, looked up): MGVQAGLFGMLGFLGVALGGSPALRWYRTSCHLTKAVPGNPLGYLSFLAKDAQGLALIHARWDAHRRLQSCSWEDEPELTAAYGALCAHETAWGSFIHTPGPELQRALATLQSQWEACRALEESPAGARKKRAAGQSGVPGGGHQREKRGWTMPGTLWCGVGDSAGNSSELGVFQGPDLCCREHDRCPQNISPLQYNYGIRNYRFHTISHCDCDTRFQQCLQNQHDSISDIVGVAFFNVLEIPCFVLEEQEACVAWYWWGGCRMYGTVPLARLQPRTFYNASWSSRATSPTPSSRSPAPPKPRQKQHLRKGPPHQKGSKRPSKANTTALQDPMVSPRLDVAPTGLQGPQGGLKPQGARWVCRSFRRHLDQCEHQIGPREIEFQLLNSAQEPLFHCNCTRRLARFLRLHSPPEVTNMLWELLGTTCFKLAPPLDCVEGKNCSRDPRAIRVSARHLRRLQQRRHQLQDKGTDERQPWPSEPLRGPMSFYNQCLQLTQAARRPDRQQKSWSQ
DAX1 inh-2 = DAX1 (NR0B1) inhibitors on StAR promoter, primary screen, cell-based, luminescence, SF-1 (NR5A1), full-length DAX-1; HEK293T StAR-luciferase reporter, SF-1/DAX-1 repression relief; inhibition, % at 6.8 µM; 370,000 compounds, 1.1% hits; AID 652010, 2013;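 active = inhibition above the mean over all tested compounds plus 3 SD, cut at about 3.6% in these data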;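 also: 0% = DAX-1 cells with DMSO and 100% = cells lacking DAX-1 with DMSO; higher inhibition means more luminescence from relief of DAX-1 repression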
FXN GAA850 act = FXN promoter activators, primary screen, cell-based, luciferase luminescence, HEK293 lucGAA850; 360,000 compounds, 0.56% hits; HEK293 lucGAA850 FXN promoter luciferase reporter, 24 h; percent of 10 µM SAHA response; activation, % at 6 µM;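 active = activation above the average of all compounds screened plus 3 SD, cutoff fixed separately per campaign, cut at about 7.5% in these data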;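 also: 0% = DMSO wells and 100% = 10 µM SAHA wells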
hgDAF-12 ag = H. glycines DAF-12 receptor agonists, primary screen, cell-based, luminescence, HEK293, GAL4 fusion, UAS-luciferase; HEK293 GAL4-hgDAF12 UAS-luciferase reporter, agonist luminescence; normalized to butyrate control; 370,000 compounds, 1.8% hits; activation, % at 6.8 µM; Nuclear hormone receptor DAF-12 (Heterodera glycines), GAL4 fusion; AID 687014, 2013;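 active = activation above a cutoff set at the mean of all screened compounds plus 3 SD, cut at about 10% in these data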;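 also: 0% = DMSO wells and 100% = sodium butyrate wells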
hcDAF12 agonist = H. contortus DAF-12 nuclear receptor activators, primary screen, cell-based, luminescence, HEK293, lit1-tk-luc reporter. HEK293 hcDAF-12 lit1-tk-luc reporter; 0% DMSO, 100% Δ7-dafachronic acid. activation, % at 6.8 µM. 370,000 compounds, 1.4% hits;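 active = activation above the mean of all tested compounds plus 3 SD, cut at about 5.5% in these data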;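 also: 100% = response to 3 µM Δ7-dafachronic acid high control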
The depositor's hits bear a star; . = not tested or not shown.

Structure	SMARCA2 act	DAX1 inh-1	PG9 binder	PLC-beta3 inh	NR1D1 modulator	ssDAF-12 act	sPLA2-III inh	DAX1 inh-2	FXN GAA850 act	hgDAF-12 ag	hcDAF12 agonist
O=C(Nc1c2c(nn1-c1ccccc1)CS(=O)(=O)C2)C1CC1	3	1.9	-0.9	6	-11	-0.9	1	1.0	0.0	-1.3	-1.3
Cc1cccc(C)c1N1C(=O)[C@@H]2C(c3ccccc3Cl)=NO[C@@H]2C1=O	-3	2.7	0.8	-6	-5	-1.8	9	-0.2	0.1	-1.4	-1.0
Cc1cccc(/N=C/c2c(O)n(Cc3ccc4c(c3)OCO4)c(=O)c3ccccc23)n1	-3	0.9	-1.0	-9	-5	-0.9	11	0.3	-0.4	-3.2	-1.6
COc1cccc(C(=O)C2CCCN(Cc3cccn3-c3cccnc3)C2)c1 (centres undefined)	0	-1.9	0.6	1	0	-1.3	-6	-1.0	0.1	-3.6	-0.6
Cc1nc(C(F)(F)F)ccc1C(=O)Nc1ccc(C(F)(F)F)cn1	0	-0.9	-1.6	-1	-3	-0.8	-13	0.1	1.0	0.3	1.3
Cc1ccc(SCCCn2cnc3ccccc3c2=O)cc1	2	-0.4	-0.5	6	4	-1.4	-11	0.1	2.5	1.6	-1.3
COCCNC(=O)c1onc(CSc2cccc(OC)c2)c1C(=O)O	-1	1.3	-1.1	0	4	-0.9	4	0.0	1.0	-0.3	-0.8
CCCn1c2c(c(O)c(C(=O)Nc3ccccc3)c1=O)CCCC2	1	0.6	0.6	5	-2	-0.3	6	0.7	2.8	1.0	4.2
O=C(N/N=C/c1ccncc1)/C(=C/c1ccccc1)NC(=O)c1ccccc1	-1	0.2	-3.5	-2	6	-1.6	-4	0.4	0.3	0.9	-2.1
Cc1ccc(Cl)c(OCC(=O)Nc2ccccc2C(=O)NC2CC2)c1	-2	0.3	-0.6	-5	5	-0.7	1	-2.3	-3.0	3.1	0.2
O=C(NC1(C(F)(F)F)NC(=O)N(c2ccc(F)cc2)C1=O)c1cccs1 (centres undefined)	-2	-0.3	-1.5	4	3	-1.4	1	0.0	-2.0	0.7	0.2
CCN(C(=O)CSc1nc2ccccc2c(=O)n1C(C)COC)C1CCS(=O)(=O)C1 (centres undefined)	-2	1.5	0.0	-3	-5	-1.0	3	0.3	0.5	-1.6	0.8
O=C(COC(=O)CC(c1ccccc1)c1ccccc1)NCc1ccccc1	-4	-0.9	-1.5	0	4	-1.0	-15	0.0	2.8	-2.9	-1.9
Cc1cc(Cl)ccc1NC(=O)NC1CCN(S(=O)(=O)c2ccc(F)cc2)CC1	0	-0.5	-1.0	-2	2	-0.1	-3	-1.0	-1.3	-0.1	-0.5
COc1ccc(-c2coc3cc4oc(=O)cc(C)c4cc23)cc1F	-3	1.1	-0.1	-18	-12	-1.4	0	-1.4	0.0	2.1	-0.8
Cc1ccn2c(=O)c(NC(=O)c3ccc4c(c3)OCO4)c(C)nc2c1	-7	1.9	0.9	-30	-2	-1.2	16	-0.8	2.2	-2.6	-1.8
CC(C)CN1CCN(Cc2ccc3ncccc3c2)CC1CCO (centres undefined)	-3	0.3	-2.2	-8	-8	-1.2	2	0.5	-0.1	-3.0	3.4
C=CCc1cc(Cl)ccc1OCCCNCCO	0	2.3	-3.2	2	-1	-1.9	-9	-0.9	2.0	1.8	1.5
Cc1ccc(-n2c(SCc3cccc(F)c3)nc3sc4c(c3c2=O)CCCC4)cc1	3	.	.	4	2	-1.3	4	0.2	.	2.0	-1.5
Cc1ccc2[nH]c(C)c(CC(=O)NCc3ccccc3)c2c1	-1	0.1	0.4	-10	-3	-1.9	-3	-0.4	0.9	-0.2	-2.6
O=C(NCc1cccnc1)c1ccc(NS(=O)(=O)c2ccccc2)cc1	1	0.4	-0.9	-5	0	-1.3	5	-1.9	2.5	-0.6	-1.2
O=C(Nc1ccnc(-c2ccncc2)n1)C1CC1	0	-1.4	0.7	2	-1	-0.7	0	-0.1	2.3	-1.0	-0.2
COc1ccc2[nH]cc(S(=O)(=O)c3ccc(C(C)C)cc3)c(=O)c2c1	1	1.8	0.7	-2	.	-0.3	12	-1.2	1.5	-2.6	-1.2
O=C(CCl)N=c1sccn1Cc1ccc(Cl)cc1Cl	-5	-3.9	-1.7	-1	4	-1.6	-3	-0.8	-11	-17	-2.7
CCC(=O)Nc1ccc(C(=O)CSc2nnc(-c3ccc(NS(C)(=O)=O)cc3)n2C)cc1OC	0	0.7	-1.1	5	-1	-1.0	1	0.3	0.9	-1.2	0.1
COc1ccc(/C=C2\C(=O)NC(=S)N2C(=O)c2ccc(C)cc2)cc1	1	0.9	-0.1	-11	-3	-0.4	-6	2.0	0.7	8.0	7.4*
CN(CC(=O)Nc1ccc(F)cc1)C(=O)Cn1cnc2ccc(Cl)cc2c1=O	-2	0.1	-0.6	-5	-4	-0.5	2	-1.1	1.1	0.9	-1.1
Cc1cnc(C)c(N2CCC(C(=O)NC(C)c3cccs3)CC2)n1 (centres undefined)	-4	1.4	-0.6	-3	1	-0.9	1	-0.1	1.9	1.6	0.3
C=CC[C@H](CC(=O)N(CCO)Cc1ccccc1)C(=O)N[C@H](COC(=O)[C@@H](CC=C)Cc1ccc(F)cc1)Cc1ccccc1	1	-1.4	-0.9	3	3	-1.3	-39	-0.9	-5.7	-0.5	0.3
Cc1ccc(Cc2cnc(NC(=O)c3ccco3)s2)cc1	2	-0.3	0.0	-7	-1	0.9	-9	6.6*	0.9	13*	5.9*

Continued (two carried over from the part before).
Structure	SMARCA2 act	DAX1 inh-1	PG9 binder	PLC-beta3 inh	NR1D1 modulator	ssDAF-12 act	sPLA2-III inh	DAX1 inh-2	FXN GAA850 act	hgDAF-12 ag	hcDAF12 agonist
C=CC[C@H](CC(=O)N(CCO)Cc1ccccc1)C(=O)N[C@H](COC(=O)[C@@H](CC=C)Cc1ccc(F)cc1)Cc1ccccc1	1	-1.4	-0.9	3	3	-1.3	-39	-0.9	-5.7	-0.5	0.3
Cc1ccc(Cc2cnc(NC(=O)c3ccco3)s2)cc1	2	-0.3	0.0	-7	-1	0.9	-9	6.6*	0.9	13*	5.9*
FC(F)(F)C12CC(c3ccccc3)=NCCN1CCN2 (centres undefined)	0	-0.1	-1.6	-23	0	-0.7	3	-0.6	0.3	-2.4	-1.4
COCCn1c(=NC(=O)CCS(=O)(=O)c2ccccc2)sc2c(OC)ccc(OC)c21	0	-0.7	0.8	-30	14	-1.1	5	-0.9	0.7	-1.8	-1.7
COCCNC(=O)CSCc1c(F)cccc1Cl	3	-1.5	-0.5	1	0	-1.2	16	0.5	-0.3	2.2	0.1
CS(=O)(=O)Nc1ccc(C(=O)NCCSCc2c(F)cccc2Cl)cc1	-2	1.2	0.6	2	-2	-0.9	-5	-0.3	-1.0	-2.9	0.3
Cc1nn(Cc2ccccc2)c(C)c1NC(=O)c1cccs1	-2	0.4	0.2	0	3	-0.5	4	0.5	-2.1	0.6	-0.6
Cc1cc(C(=O)COc2cccc([N+](=O)[O-])c2)c(C)n1C1CC1	3	0.3	-2.6	-5	0	-0.2	1	1.8	5.5	13*	2.9
Cc1nn(-c2ccccc2)c(=S)n1-c1ccccc1	2	0.7	-1.9	-66	-5	-1.3	3	0.1	1.6	-0.7	0.1
COC(=O)C1C(O)=C(C=Nc2cccc3ccccc23)C(=O)CC1(C)C (centres undefined)	1	1.5	0.9	-140	-6	0.3	12	0.3	2.5	-2.0	4.4
Nc1nc(N)c(-c2cccc(C(F)(F)F)c2)c(Cc2cccc(C(F)(F)F)c2)n1	-3	1.2	-2.1	1	-1	-1.6	5	-3.1	1.2	-6.1	-1.1
COc1ccc(NC(=O)CN(C)CC(=O)Nc2sc3c(c2C(N)=O)CCC3)cc1	-3	2.8	0.0	-19	3	-1.4	-6	-3.0	-0.9	-1.2	-1.4
N=C(c1cccc([N+](=O)[O-])c1)N1CCCCC1	-4	2.0	2.4	2	-3	-1.2	2	-0.5	0.4	1.9	-1.6
O=C(COC(=O)CNC(=O)C1CCCCC1)Nc1cc(C(F)(F)F)ccc1Cl	-1	-0.3	0.7	3	-3	-1.4	0	1.2	-1.0	-1.9	-1.7
Cc1cc(NCc2ccccc2)nc(N2CCOCC2)n1	2	0.3	0.9	-6	-4	-1.2	2	-0.5	4.9	-2.7	-0.6
COc1cccc(N2CCN(C(=O)C3CCCN(c4ncnc5c4nc4n5CCCCC4)C3)CC2)c1 (centres undefined)	-2	-3.3	1.2	-10	-3	-1.5	3	-0.5	-1.2	-0.1	-1.3
COc1ccc(C(=O)NCC(c2ccco2)N2CCOCC2)cc1OC (centres undefined)	-2	2.9	-0.1	-2	-3	-1.2	3	0.8	-1.1	-1.4	0.5
C[C@H](CO)N1C[C@H](C)[C@@H](CN(C)S(C)(=O)=O)Oc2ccc(NC(=O)C3CCCCC3)cc2C1=O	-2	-0.2	2.4	2	4	-1.2	9	-0.1	0.9	0.3	-1.7
COc1ccc2[nH]c3c(c2c1)CCN1C(=O)N([C@@H](C)C(=O)NCc2ccccc2)C(=O)[C@]31C	1	2.0	-1.2	-4	-1	-0.9	-22	-1.3	-5.6	-3.6	-1.6
CC(=O)c1ccc(N2CCN(CC3CCCCC3)CC2)cc1	-3	-0.2	-0.5	-8	2	-0.7	11	-0.1	1.1	-0.1	-1.7
COc1ccc(S(N)(=O)=O)cc1C(=O)NCC(C)(C)N1CCCCC1	-6	0.8	-1.1	-7	-2	-0.6	11	-0.3	-2.1	-0.8	2.0
O=C(C1CC1)N(CCN(Cc1ccccc1)C(=O)C1CC1)Cc1ccccc1	-4	0.0	0.8	-3	1	-1.5	1	-1.3	1.1	-1.2	-0.5
CCO[C@@H]1OC(C(=O)N2CCOCC2)=C[C@H](C2CCCCC2)[C@H]1CCCO	2	0.0	-2.7	4	-4	-1.2	1	1.3	0.7	-0.8	-0.5
CCn1c(C)c(C2=CCN(S(=O)(=O)c3ccc(C)cc3)CC2)c2ccccc21	1	-0.9	3.0	-70	2	-2.0	-8	0.2	1.5	-1.2	-1.6
CCN(CC)Cc1c(C)[nH]c2ccc(NC(C)=O)cc2c1=O	-2	1.2	1.6	-13	-2	-1.3	9	0.1	0.8	-1.0	0.2

Assay outcomes: PubChem, several laboratories
